# Compound activity (PubChem)
# PTAP TSG101 blk: blocks PTAP/TSG101 interaction to inhibit HIV-1 budding | AID 493005 | Q99816 | 340,000 tested, under 10 active | Potency, µM (doses to about 115 µM), for inactives: at the highest dose activity change, negative = inhibition, most hits filed as inhibitors | Fluorescence polarization, FITC-PTAP peptide / Tsg101 binding; active = well fitted inhibition curve with a large enough effect in the main read-out, with a control signal flat, not every such curve was filed as active; inconclusive = small, poorly fitted or top-dose-only effect, or effect the other way, or a change in a side signal; inactive = no such curve, though single readings can be large or run the other way; note: potency is the fitted concentration of half-maximal effect; % of control where 0% means no effect
#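 Steps: Tsg101 binding domain dispensed (10 uM final), compounds pinned in DMSO, FITC-labeled PTAP-motif peptide added (50 nM final); after 20 min binding at room temperature, polarization measured.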
# TSHR antag: blocks TSH signaling through the human TSH receptor; TSHR-expressing cells, TSH-stimulated cAMP HTRF, 2 h; active compounds read low; 0.2% of 330,000 active; activity change, negative = inhibition, % at 11.5 µM; AID 504810;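 active = activity change below a set negative limit, meaning inhibition stronger than a set level, cut at about -70% in these data; inconclusive = activity change between two set negative limits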; note: % is set by controls: 0 for no effect and ±100 for the full control effect
# Target sequence (P16473 whole entry, looked up): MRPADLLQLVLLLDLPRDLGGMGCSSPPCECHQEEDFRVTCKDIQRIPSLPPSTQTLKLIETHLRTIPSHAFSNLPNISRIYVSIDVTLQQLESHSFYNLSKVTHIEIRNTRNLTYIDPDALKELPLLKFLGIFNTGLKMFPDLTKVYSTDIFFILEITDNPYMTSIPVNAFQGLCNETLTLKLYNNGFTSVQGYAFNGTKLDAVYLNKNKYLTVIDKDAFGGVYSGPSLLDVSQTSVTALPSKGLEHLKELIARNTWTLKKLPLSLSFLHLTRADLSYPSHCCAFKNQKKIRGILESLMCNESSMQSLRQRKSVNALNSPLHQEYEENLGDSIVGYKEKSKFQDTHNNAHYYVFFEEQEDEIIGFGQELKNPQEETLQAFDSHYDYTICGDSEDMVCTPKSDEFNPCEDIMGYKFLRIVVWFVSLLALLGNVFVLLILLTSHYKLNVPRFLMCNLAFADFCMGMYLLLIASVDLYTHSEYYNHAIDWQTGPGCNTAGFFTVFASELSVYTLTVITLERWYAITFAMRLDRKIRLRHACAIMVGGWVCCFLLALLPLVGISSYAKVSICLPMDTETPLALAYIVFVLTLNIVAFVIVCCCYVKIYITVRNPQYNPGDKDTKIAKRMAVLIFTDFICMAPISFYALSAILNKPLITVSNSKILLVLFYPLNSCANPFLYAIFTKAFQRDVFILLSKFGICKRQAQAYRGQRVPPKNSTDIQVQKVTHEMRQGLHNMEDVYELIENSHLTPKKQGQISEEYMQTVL
#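 TSHR-expressing cells were treated with compounds, then stimulated with TSH at EC80 (4nM final) for 2 hours at 37 deg C. Cellular cAMP was measured by HTRF competition between lysate cAMP and cAMP-d2 for a cryptate-labelled anti-cAMP antibody.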
# a7 integrin act: activates integrin-mediated alleviation for muscular dystrophy; alpha7betagal myoblasts, beta-gal FDG fluorescence, 48 h; Potency, µM (titrated, usually from 38.3 µM), inactives show top-dose activation, hits mostly activators; 0.064% of 350,000 active; AID 624291;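 note: potency is the fitted concentration of half-maximal effect; 100% = response of the positive control SU9516; nearly all actives have a fitted effect of over 60% in size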
#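 Alpha7betagal+/- myoblasts (passage 13) were plated 16-24 hr, then exposed to compounds (1:260 dilution of DMSO stock) for 48 hours at 37C. After MPER lysis, β-galactosidase reporter activity was read as FDG fluorescence (ex 480/em 540) after 30 minutes.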
# S-ASM inh: inhibitors of human secretory acid sphingomyelinase | P17405 | placental ASM, HMU-PC fluorogenic substrate, 60 min | Potency, µM (highest dose often 57.5 µM), inactives show top-dose activity change, negative = inhibition, usual class: inhibitors | 0.006% of 340,000 active | AID 504937; note: potency is the fitted concentration of half-maximal effect
#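 HMU-PC0 cleavage (9 uM final) by human placental ASM, 60 min at 37 °C following 10 min compound exposure at RT; stopped at pH 10, fluorescence Ex 386/Em 447 nm.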
# AT treatment: potential ataxia-telangiectasia treatments restoring KAP-1 phosphorylation. AID 485349. 0.19% of 320,000 active. Potency, µM (titrated, usually from 57.5 µM), inactives show top-dose activation, hits mostly activators. […] A-T fibroblasts, KAP-1 phosphorylation AlphaLISA; neocarzinostatin DNA damage 30 min before lysis; note: potency is the fitted concentration of half-maximal effect; % of control where 0% means no effect; nearly all actives have a fitted effect of over 45% in size
#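 ATM-like activity read as KAP-1 phosphorylation via AlphaLISA donor/acceptor antibody pairs after lysis and 6 hr at 25C. Cells were ATM-null patient fibroblasts ([…], hTERT), dosed 60 min, then exposed to the DSB inducer NCS for 30 min.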
# Mito fusion yeast: mitochondrial division inhibition or fusion activation; 0.23% of 320,000 active; S. cerevisiae fusion-defective mutant growth rescue, CellTiterGlo 48 h; Potency, µM (highest dose often 46.1 µM), without a hit: at the top dose growth rescue (activation), hits mostly activators;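 note: potency is the fitted concentration of half-maximal effect; % of control where 0% means no effect; nearly all actives have a fitted effect of over 45% in size; temperature-sensitive fusion mutants such as fzo1-1 at 37 °C on non-fermentable ethanol glycerol medium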
#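 Compounds are tested for their ability to restore growth of mitochondrial fusion-defective yeast strains at non-permissive 37C in YPEG medium over 48 hours. Viability is quantified by luciferase luminescence.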
# Menin MLL FP TR: displaces Texas Red mutant MLL peptide from human menin; O00255; AID 1768; Potency, µM (highest dose often 61.6 µM), for inactives: top-dose FP activity change, negative = inhibition, hits mostly inhibitors; 0.23% of 270,000 active; Menin + Texas Red MLL mutant peptide, fluorescence polarization; active = well fitted inhibition curve with a large enough effect in the polarisation, with a control signal flat, not every such curve was filed as active; inconclusive = small, poorly fitted or top-dose-only effect, or effect the other way, or a change in a side signal; inactive = no such curve, though single readings can be large or run the other way; the % refers to the polarisation; note: potency is the fitted concentration of half-maximal effect; % of control where 0% means no effect; many of its hits are not listed in these tables
# MBNL1 CUG block: inhibitors of human MBNL1 binding to CUG repeat RNA; TR-FRET MBNL1-His/biotin-(CUG)12 binding, 665/545 ratio; Potency, µM (series often up to 57.5 µM), without a hit: at the top dose activity change, negative = inhibition, actives largely listed as inhibitors; 0.036% of 280,000 active; active = well fitted inhibition curve with a large enough effect in the signal ratio, with a control signal flat, not every such curve was filed as active; inconclusive = small, poorly fitted or top-dose-only effect, or effect the other way, or a change in a side signal; inactive = no such curve, though single readings can be large or run the other way; the % refers to the signal ratio; note: potency is the fitted concentration of half-maximal effect; % is set by controls: 0 for no effect and ±100 for the full control effect
#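 His-tagged MBNL1 binding to biotinylated (CUG)12 RNA was measured by TR-FRET using terbium anti-His antibody (0.055 ng/ul final) and streptavidin-XL665 (5 nM final). Compounds were titrated 92 nM to 58 uM; 60 min at room temperature.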
# MLL CXXC-DNA inh: MLL CXXC-DNA interaction inhibition; Q03164; AID 2662; 0.037% of 290,000 active; MLL-CXXC / FITC-HOXA9 DNA fluorescence polarization; Potency, µM (doses to about 115 µM), without a hit: at the highest dose activity change, negative = inhibition, actives largely listed as inhibitors; active = well fitted inhibition curve with a large enough effect in the polarisation, with a control signal flat, not every such curve was filed as active; inconclusive = small, poorly fitted or top-dose-only effect, or effect the other way, or a change in a side signal; inactive = no such curve, though single readings can be large or run the other way; the % refers to the polarisation; note: potency is the fitted concentration of half-maximal effect
#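 Purified MLL-CXXC (added from a 7 uM solution) was preincubated 5 min at ambient with pinned compounds in 50 mM Tris-HCl pH 7.5, 50 mM NaCl, 1 mM DTT, 0.05% BSA. Fluorescein-labeled HOX-A9 DNA (50 nM solution) followed, 30 min, then polarization read.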
# TCR act: T cell receptor activation | 330,000 tested, under 10 active | Potency, µM (doses to about 9.22 µM), for inactives: at the top dose activation of IL-2 secretion, usual class: activators | AID 504894 | primary human leukocytes, anti-CD3, IL-2 HTRF, 48 h; note: % of control where 0% means no effect
#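 IL-2 produced over 48 hr by a-CD3 bead-stimulated primary human leukocytes exposed to compounds was detected with a homogeneous time-resolved FRET immunoassay, 665nm acceptor signal after 320nm excitation.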
# The depositor's hits bear a star; u = inconclusive; x = no result given; [ ] = another dose, or the depositor's remark. Unless noted, calls come from the whole dose curve; as a rule, active = well fitted curve in the direction sought with a large enough effect; inconclusive = small, poorly fitted or top-dose-only effect, or another doubt; inactive = no such curve, though single readings can be large; an effect the other way counts as inactive or inconclusive.
1	O=C(CSc1nnc(CNC(=O)c2cccs2)o1)NC1CCCCC1
2	CCCN(CC(=O)Nc1ccccc1C)C(=O)c1ccc(C2SCCS2)cc1
3	CC(C)c1ccc(OCC(O)CNC(C)c2ccccc2)cc1 (stereo not drawn)
4	Cc1ccc(/C=C/C(=O)OCC(=O)Nc2cccnc2Cl)o1
5	Cc1ccn2nc(C(=O)OCC(=O)N(CC(C)C)C3CCS(=O)(=O)C3)nc2n1 (stereo not drawn)
6	COc1ccc(OC)c(NC(=O)CN2CCN(C(=O)c3ccco3)CC2)c1
7	CCCc1cc(=O)oc2cc(OCC(=O)Nc3ccc(S(N)(=O)=O)cc3)ccc12
8	COCCNC(=O)c1cn(C)c(=O)c2cc(OC)c(OC)cc12
9	C=CCOC(=O)C1=C[C@H](c2coc3ccccc3c2=O)C[C@H](OCCCCO)O1
10	O=C(NCC(c1cccs1)N1CCOCC1)c1ccc(Cl)c(S(=O)(=O)N2CCOCC2)c1 (stereo not drawn)

compound no.	1	2	3	4	5	6	7	8	9	10
PTAP TSG101 blk	-2%	1%	0%	0%	-5%	-2%	1%	-3%	-1%	-2%
TSHR antag	x	1	7	-6	3	5	6	1	x	-5
a7 integrin act	17%	10%	-10%	-15%	u	-9%	19%	0%	-2%	-7%
S-ASM inh	4%	-4%	-4%	-2%	10%	-2%	-7%	5%	120%[activator]	6%
AT treatment	x	1%	0%	0%	10%	8%	5%	10%	x	31%
Mito fusion yeast	0%	12%	-17%	x	0%	-2%	-1%	4%	x	3%
Menin MLL FP TR	2%	x	u	x	x	-10%	u	-4%	x	x
MBNL1 CUG block	4%	x	2%	x	x	-1%	-7%	-1%	x	-10%
MLL CXXC-DNA inh	-6%	x	0%	x	x	-11%	2%	-1%	x	-10%
TCR act	0%	-4%	-1%	1%	3%	1%	1%	-4%	0%	3%

11	O=C(CSc1nnc(COc2cccc3cccnc23)o1)N1CCN(C(=O)c2ccco2)CC1
12	Cc1ccc(SC(c2ccc(C)cc2)C(Cn2cncn2)C(=O)c2ccccc2)cc1 (stereo not drawn)
13	Cc1noc(C)c1NC(=O)Nc1ccc2c(c1)C(=O)N([C@H](C)CO)C[C@H](C)[C@@H](CN(C)S(=O)(=O)c1cccs1)O2
14	O=C(Nc1nnc(-c2ccc(F)cc2)o1)c1ccc(S(=O)(=O)N2CCOCC2)cc1
15	NS(=O)(=O)c1ccc(NC(=O)COC(=O)c2cc3ccccc3oc2=O)cc1
16	N=c1c2c(n(Cc3ccc(F)cc3)c3c1CCC3)CCCC2
17	O=C(OCn1nnc2ccccc2c1=O)C12CC3CC(CC(O)(C3)C1)C2
18	COc1ccc(CCNC(=O)c2cc(-c3ccncc3)nc3ccc(S(=O)(=O)N4CCOCC4)cc23)cc1OC
19	COc1ccc(CCNC(=O)C2CCCN(Cc3nc(-c4cccc(Cl)c4)oc3C)C2)cc1OC (stereo not drawn)
20	CCN1CCN(c2c(S(=O)(=O)c3ccc(C)c(C)c3)cnc3ccc(F)cc23)CC1

compound no.	11	12	13	14	15	16	17	18	19	20
PTAP TSG101 blk	-4%	-5%	-1%	-6%	-4%	-1%	-6%	-4%	-1%	-3%
TSHR antag	-8	-21	25	-18	-4	-3	-7	9	5	-4
a7 integrin act	u	-36%	-12%	-33%	36%	8%	2%	-9%	-5%	-39%
S-ASM inh	6%	-1%	-2%	1%	6%	2%	4%	-3%	-3%	-3%
AT treatment	3%	1%	2%	5%	-1%	-4%	0%	-5%	-2%	-4%
Mito fusion yeast	1%	14%	x	2%	-1%	2%	8%	2%	2%	-2%
Menin MLL FP TR	3%	4%	x	x	x	-2%	-5%	20%	-10%	-11%
MBNL1 CUG block	7%	-7%	x	-2%	x	x	x	15%	-5%	17%
MLL CXXC-DNA inh	6%	9%	x	15%	-9%	9%	-7%	1%	-6%	x
TCR act	5%[46.1 µM]	7%	2%	-7%	2%	6%	x	1%	5%	-3%

# Additional entries:
cpd	Compound	PTAP TSG101 blk	TSHR antag	a7 integrin act	S-ASM inh	AT treatment	Mito fusion yeast	Menin MLL FP TR	MBNL1 CUG block	MLL CXXC-DNA inh	TCR act
21	Cc1cccc(NC(=O)CSc2c3c(nc4ccccc24)CCC3)n1	-4%	-6	-46%[inhibitor]	2%	2%	12%	4%	5%	18%	8%
22	CC(NC(=O)c1ccco1)C(=O)Nc1nc(-c2ccccn2)cs1 (stereo not drawn)	-7%	-7	-36%[inhibitor]	6%	-2%	0%	0%	-5%	-20%	3%
23	CSCCC(NC(=O)c1cc([N+](=O)[O-])cc([N+](=O)[O-])c1)c1nc2ccccc2[nH]1 (stereo not drawn)	-1%	-1	-28%	-2%	2%	-2%	9%	u	33%[activator]	-6%[46.1 µM]
24	CCN1C(=O)c2ccccc2S(=O)(=O)c2ccc(C(=O)NCCOC)cc21	-1%	5	9%	-2%	0%	-4%	-1%	-3%	11%	-4%
25	Cc1ccc(SCC(=O)NCc2ccncc2)cc1	4%	-1	0%	-2%	5%	-3%	-7%	9%	7%	2%[46.1 µM]
26	NC(=O)c1ccsc1NC(=O)COC(=O)Cc1ccsc1	-3%	6	0%	1%	-5%	-6%	1%	-8%	-1%	-5%
27	O=C(CN(Cc1ccc(F)cc1)C(=O)CCC(=O)Nc1nccs1)NCc1ccc(F)cc1	-6%	-4	-12%	1%	-2%	-1%	-2%	2%	-3%	4%
28	CCCCC(=O)OCc1c(-c2ccccc2)ncc2ccccc12	-2%	-3	-12%	-5%	8%	u	x	x	x	5%

# Limited to Mito fusion yeast (five entries from above):
No.	smiles	Mito fusion yeast
24	CCN1C(=O)c2ccccc2S(=O)(=O)c2ccc(C(=O)NCCOC)cc21	-4%
25	Cc1ccc(SCC(=O)NCc2ccncc2)cc1	-3%
26	NC(=O)c1ccsc1NC(=O)COC(=O)Cc1ccsc1	-6%
27	O=C(CN(Cc1ccc(F)cc1)C(=O)CCC(=O)Nc1nccs1)NCc1ccc(F)cc1	-1%
28	CCCCC(=O)OCc1c(-c2ccccc2)ncc2ccccc12	u

# Remaining list, next part:
cpd	Compound	PTAP TSG101 blk	TSHR antag	a7 integrin act	S-ASM inh	AT treatment	Mito fusion yeast	Menin MLL FP TR	MBNL1 CUG block	MLL CXXC-DNA inh	TCR act
29	Cn1c(C=O)c(-c2ccc3c(c2)OCCO3)c2ccccc21	0%	-17	-24%	49%[activator]	4%	u	x	x	x	-4%
30	CCCS(=O)(=O)N1CCc2ccc(NC(=O)c3ccccc3Cl)cc2C1	0%	-9	-3%	-1%	2%	3%	0%	1%	-2%	3%
31	CC(C)c1nc2cc(C(=O)N(C)Cc3ccc(F)cc3)ccc2o1	-7%	-2	-22%	1%	6%	-4%	x	-2%	7%	4%
32	Cc1ccc(-c2ccc(SCC(=O)NC3CCCCC3)nn2)cc1	x	3	2%	3%	5%	-4%	x	-2%	-3%	0%
33	C=CCc1ccc(OCCCOc2ccc(C)c(C)c2)c(OC)c1	0%	-13	1%	u	-3%	-1%	11%	3%	-1%	-7%
34	Cc1ccc(NC(=O)c2ccc(=O)[nH]c2)cc1S(=O)(=O)N1CCCCC1	-3%	5	2%	5%	u	2%	x	-4%	-13%	1%
35	CCOc1ccccc1C(=O)N1CCC(n2nnc3cc(C)ccc32)CC1	-4%	-4	0%	0%	5%	1%	-7%	7%	-3%	-6%
36	O=C(c1cc(-c2ccccn2)nc2c(Cl)cccc12)N1CCN(C(=O)C2CCCO2)CC1 (stereo not drawn)	-3%	3	-1%	-5%	2%	2%	1%	9%	2%	4%
37	CCN(CC)C(=O)c1sc2nc(-c3ccc(OC)cc3)cn2c1C	0%	-7	u	-4%	0%	0%	-1%	-1%	5%	-3%

# 2 records drawn at random from the list so far:
cpd	Compound	PTAP TSG101 blk	TSHR antag	a7 integrin act	S-ASM inh	AT treatment	Mito fusion yeast	Menin MLL FP TR	MBNL1 CUG block	MLL CXXC-DNA inh	TCR act
36	O=C(c1cc(-c2ccccn2)nc2c(Cl)cccc12)N1CCN(C(=O)C2CCCO2)CC1 (stereo not drawn)	-3%	3	-1%	-5%	2%	2%	1%	9%	2%	4%
32	Cc1ccc(-c2ccc(SCC(=O)NC3CCCCC3)nn2)cc1	x	3	2%	3%	5%	-4%	x	-2%	-3%	0%

# An excerpt, so the mix of outcomes need not match the whole.
